Source: PubChem (National Center for Advancing Translational Sciences (NCATS))
N370S GC mod: inhibitors or activators of N370S glucocerebrosidase for Gaucher disease; P04062; N370S GC spleen homogenate, 4MU-glucoside fluorescence; Potency, µM (highest dose often 59.4 µM), for inactives: at the top dose activity change, negative = inhibition, hits mostly inhibitors; 330,000 tested, 0.092% active; AID 2101;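 further: 0% = full enzyme activity and -100% = no enzyme basal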
FEN1 inh: human FEN1 inhibition. P39748. Recombinant FEN1 flap cleavage, fluorescence, 15 min. Potency, µM (titrated, usually from 114 µM), without a hit: at the top dose activity change, negative = inhibition, actives largely listed as inhibitors. 390,000 tested, 0.35% active. AID 588795; further: nearly all actives have a fitted effect of over 65% in size
Target sequence (P39748 whole entry, looked up): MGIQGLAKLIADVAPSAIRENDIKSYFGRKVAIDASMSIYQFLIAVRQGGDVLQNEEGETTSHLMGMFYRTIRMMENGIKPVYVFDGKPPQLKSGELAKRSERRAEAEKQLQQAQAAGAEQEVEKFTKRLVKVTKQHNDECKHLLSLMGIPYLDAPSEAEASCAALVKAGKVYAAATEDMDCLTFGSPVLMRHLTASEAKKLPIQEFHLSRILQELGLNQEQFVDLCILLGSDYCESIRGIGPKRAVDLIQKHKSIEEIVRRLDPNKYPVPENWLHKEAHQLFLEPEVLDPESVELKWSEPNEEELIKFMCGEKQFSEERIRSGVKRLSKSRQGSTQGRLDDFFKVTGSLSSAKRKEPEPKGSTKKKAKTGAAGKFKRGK
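Enzyme 10 nM, 15 min RT preincubation with compound; start with substrate 50 nM final; reads at 0 and 15 min; qHTS titration, four-parameter Hill fit.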
DT40 TDP1 CPT: DT40-hTDP1 cell growth loss with CPT; chicken DT40 Tdp1-/-;hTDP1 cells + 20 nM CPT, ATP luminescence, 48 h; Potency, µM (series often up to 46.2 µM), inactives show top-dose activity change, negative = growth inhibition, hits mostly inhibitors; 420,000 tested, 12% active; further: nearly all actives have a fitted effect of over 55% in size
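Chicken DT40 Tdp1-/- cells stably complemented with human TDP1 were seeded at 400 cells/well in medium containing 20 nM camptothecin, exposed to pin-transferred compounds, and grown at 37 °C for at least 48 hr. Viability was read as ATP luminescence.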
Active calls of the source: *; ? = inconclusive; . = no result given; & = joins results of further samples; [ ] = dose if it differs, or a comment. The call rests on the fitted dose curve; in most records, active means well fitted curve in the direction sought with a large enough effect; inconclusive means small, poorly fitted or top-dose-only effect, or another doubt; inactive means no such curve, though single readings can be large; an effect the other way counts as inactive or inconclusive. Unless noted, on the % scale 0 is the no-effect control and ±100 the full control effect; potency means the concentration at half of the fitted maximal effect. An excerpt. The share of hits here may be higher or lower than overall.

SMILES | N370S GC mod | FEN1 inh | DT40 TDP1 CPT
C#CCn1c(COc2ccccc2C)nc2ccccc21 | . | ? | -24%
c1ccc2c(c1)CC1(CCCC1)N=C2N1CCOCC1 | 1% | 1% | -12%
COc1ccc(N(C(=O)/C=C\C(=O)Nc2ccc(C)cc2)C(C(=O)NCc2ccco2)c2ccc(C)cc2)cc1 (stereo unspecified) | . | -12% | 6.5µM*
COCCCN(C(=S)Nc1cccc(Cl)c1)C(C)c1ccncc1 (stereo unspecified) | 8% | -9% | -21%
COCCCN(C(=O)c1ccc(N2CCCC2=O)cc1)c1c(N)n(Cc2ccccc2)c(=O)[nH]c1=O | -11% | -8% | 6%
CN(C)Cc1c(C(=O)N/N=C/c2ccc(-c3ccccc3)cc2)nnn1-c1nonc1N | -1% | -8% | ?
CCOc1ccc(-n2nc3ccc(NC(=O)COc4ccc(OC)cc4)cc3n2)cc1 | . | -12% | ?
CC1(C)Cc2c(c(-c3ccco3)nc3n[nH]c(N)c23)CO1 | 26% | 0% | -22%
COC(=O)c1ccc(C)c(NC(=O)CCSc2ccc(Cl)cc2)c1 | 1% | -3% | 1%
COc1ccc(CC(=O)Nc2nc(-c3cccnc3)cs2)cc1 | 0% | 3% | ?
Cc1ccc(CN2CCN(Cc3cn(C(C)C)c4ccccc34)CC2CCO)o1 (stereo unspecified) | 18% | -6% | ?
CC(C)(C)OC(=O)N1CCC(c2c(C(=O)NCc3cccc(Cl)c3)cnn2-c2ccc(F)cc2)CC1 | . | -6% | ?
COc1ccccc1C1NC(c2ccccc2OC)C(C)C(=O)C1C (stereo unspecified) | 0% | -5% | -6%
CCOc1ccc(N(CC(=O)NC2CC3CCC2C3)S(=O)(=O)c2ccc(C)cc2)cc1 (stereo unspecified) | 3% | 2% | 16µM*
CC(=O)N[C@@H](CSC/C=C(\C)CC/C=C(\C)CC/C=C(\C)CCC=C(C)C)C(=O)O | 3%&5%&4% | . | ?
CCS(=O)(=O)N1CCCC(C(=O)NCCc2ccc(C)cc2)C1 (stereo unspecified) | -6% | -5% | 16%
Cn1c(SCc2nc(-c3ccc(Cl)cc3)no2)nnc1-c1cccs1 | 7% | 0% | ?
COc1cccc(NC(=S)NNC(=O)C(C)n2nc(C)c([N+](=O)[O-])c2C)c1 (stereo unspecified) | 15% | -12% | -6%
Cc1ccc(S(=O)(=O)NCCC(=O)N2CCCC(C)C2)cc1 (stereo unspecified) | -11% | 1% | 8%
Cc1cc(C)cc(C(=O)/C=C2\NC(=O)CS2)c1 | ? | 4% | -9%
CN(CC(O)CN)CC(O)CN1CCCCC1 (stereo unspecified) | -9% | -5% | -14%
CCCNC(=O)CN1CCN(c2ncc(NC(=O)c3ccc(Cl)cc3)cc2C(=O)O)CC1 | . | -6% | -3%
O=C(Nc1cnccn1)Nc1ccccc1Cl | 3% | 5% | 22%
CC1CCCN(c2ccc(C(=O)Nc3nnc(C4CC4)s3)cc2[N+](=O)[O-])C1 (stereo unspecified) | 8% | -10% | 4%
O=C(O)Cc1sc(Nc2ccccc2)nc1-c1ccc(Cl)cc1 | -2% | -2% | 1%

(further entries)
SMILES | N370S GC mod | FEN1 inh | DT40 TDP1 CPT
CCOC(=O)[C@H]1[C@H]2COc3ccc(OC)cc3[C@@H]2N2C(=O)[C@H](C)NC(=O)[C@@]12C | . | 1% | -12%
Cc1ccc(C(=O)Nc2ccc(S(=O)(=O)N3CCCC3)cc2)cc1 | 0% | -3% | -17%
Cc1ccc2nc(-c3ccc(O)cc3)oc2c1 | ? | -13% | -29%
Cn1cncc1C#Cc1ccc2cc(CCCO)oc(=O)c2c1 | . | -4% | -1%
CCn1cc(C(=O)NCc2ccccc2)c(=O)c2cc(S(=O)(=O)N3CCCCC3)ccc21 | . | 18% | ?
CCCc1cc(=O)oc2cc3oc(C)c(C)c3cc12 | 7% | -2% | -9%
Cc1ccc(C(=O)Nc2scc(-c3ccccc3)c2C(=O)O)cc1 | . | 0% | -9%
Cc1cccc(NC(=S)NCCc2ccccn2)c1 | 3% | 3% | -10%
COc1ccc(C(CCNCc2ccc(N(C)C)cc2)c2ccccc2OC)cc1 (stereo unspecified) | -11% | -14% | 18µM*
CCCCN(C)CCNC(=O)CCn1nc(-c2ccc(Cl)cc2)ccc1=O | -12% | -9% | -16%
COC(C/C=C/C(=O)COCc1ccccc1)OC | -1% | -12% | 15µM*
Cc1ccc(N2C(=O)c3ccc(C(=O)O)cc3C2=O)c(C)c1 | 9% | -11% | -4%
O=C(O)[C@@H]1C[C@@H](C(=O)O)N1 | 4%&4%&-10% | . | -16%&-8%
COc1cc(-c2noc(-c3ccccc3C(=O)NCc3ccco3)n2)cc(OC)c1OC | -16% | -1% | ?
CCOC(=O)c1c(NC(=O)CSc2n[nH]c(CNc3ccccc3)n2)sc(C)c1C | 11% | 3% | ?
Cc1ccc(Cn2nc3n(c2=O)-c2cc(Cl)ccc2OC3)cc1 | . | 16% | -12%
C[C@H](CO)N1C[C@H](C)[C@@H](CN(C)C(=O)Nc2ccc(C(F)(F)F)cc2)Oc2c(NS(=O)(=O)c3cn(C)cn3)cccc2C1=O | . | -18% | 2%
COc1ccc(N2C(=O)CSC2c2cccc(F)c2)cc1 (stereo unspecified) | -3% | 15% | -3%
COc1ccc2cc(CCC(C)=O)ccc2c1 | ? | -1% | 11%
C=CCn1c(=O)c(C(=O)NCCNCC)c(O)c2ccccc21 | -2% | 13% | ?
COc1ccc(CCNC(=S)Nc2cccc(C)c2)cc1 | 16% | -10% | ?
CCOC(=O)N1CCC(N2Cc3cccc(C(=O)Nc4ccc(OC)c(OC)c4)c3C2=O)CC1 | 4% | ? | 18µM*
O=C(O)c1cc(S(=O)(=O)NC(Cc2c[nH]c3ccccc23)C(=O)O)ccc1Cl (stereo unspecified) | -4% | 5% | -2%
CN(C)c1ccc(NC(=O)CC(NCc2cccnc2)C(=O)O)cc1 (stereo unspecified) | . | 19% | -16%
COc1cccc(C(=O)NN2CCOCC2)c1 | . | 18% | -3%

In the list so far, these contain a nitro group on carbon.
SMILES | N370S GC mod | FEN1 inh | DT40 TDP1 CPT
COc1cccc(NC(=S)NNC(=O)C(C)n2nc(C)c([N+](=O)[O-])c2C)c1 (stereo unspecified) | 15% | -12% | -6%
CC1CCCN(c2ccc(C(=O)Nc3nnc(C4CC4)s3)cc2[N+](=O)[O-])C1 (stereo unspecified) | 8% | -10% | 4%

Continued:
SMILES | N370S GC mod | FEN1 inh | DT40 TDP1 CPT
CC(=O)Nc1ccc2c(CSc3nnc(-c4cccnc4)n3-c3ccc(C)cc3C)cc(=O)oc2c1 | 11% | -9% | -25%
CCC(=O)N1c2ccccc2[C@@H](N(C(C)=O)c2ccccc2)C[C@H]1C | -4% | 12% | -24%
CCCCOc1ccc(-c2ncc([N+](=O)[O-])cn2)cc1 | -19% | 1% | 3%
CCOC(=O)[C@@H](C)N(C(=O)OC(C)(C)C)S(=O)(=O)N(Cc1ccccc1)[C@H](C(=O)OC)C(C)C | . | -2%&-14% | 23µM*
COCCNc1c(-c2ccc(O)cc2)nc2ccc(Cl)cn12 | ? | -10% | 33µM*
COc1cc(OC)cc(C(=O)NCCSCc2ccc(Cl)cc2)c1 | 19% | -22% | -4%
O=C(Nc1cccc(-n2cnnn2)c1)c1cccc(Cl)c1 | -1% | -3% | ?
COc1cc2c(cc1OC)CN(C(=O)CCCN1C(=O)c3ccccc3C1=O)CC2 | -1% | 6% | -11%
CC(=O)Nc1ccc(Nc2ccc3nonc3c2[N+](=O)[O-])cc1 | -21% | 0% | -23%
COc1ccccc1-n1nnnc1SCC(=O)Nc1ccccn1 | 5% | -1% | 5%
CCOc1ccc(NC(=O)Nc2cc3c(cc2N2CCCCC2)n(C)c(=O)n3C)cc1 | . | 24% | 12µM*
CN1C(=O)CSC1=NC12CC3CC(CC(C3)C1)C2 | -8% | 11% | -19%
Cn1c(SC/C=C/c2ccccc2)nnc1-c1cnccn1 | -9% | -7% | -17%
Cc1ccc(CNC2CCCCC2)s1 | 4% | -4% | 4%
NC(=O)C1CCN(c2nc(-c3ccccc3)nc3c2oc2ccccc23)CC1 | 6% | -3% | ?
Cc1cc(C)nc(SCCC(=O)Nc2ccc(F)cc2)n1 | -3% | -1% | -22%
CCN1C[C@@H]2[C@@H]3C(=O)N(C)C(=O)[C@@H]3[C@](Cc3ccccc3)(C(=O)OC)N2C1=NC1CCCCC1 | . | 39%[activator] | ?
Cn1c(N)c(C(=O)COC(=O)c2cc(S(=O)(=O)NCc3ccccc3)ccc2O)c(=O)n(C)c1=O | . | -2% | 10%
O=C(CCn1c(=O)c2sccc2n(Cc2cc(=O)n3ccccc3n2)c1=O)NCc1ccco1 | 13% | 2% | -1%
Cn1cc([N+](=O)[O-])c(C(=O)N/N=C/c2ccccc2)n1 | -1% | 13% | -14%
CCCOc1ccc(C(=O)NCC(C)(C)N2CCOCC2)cc1 | -8% | 3% | 1%
Cc1cc(C)c(C)c(OCCN2CCOCC2)c1 | -5% | -2% | 1%
C=CCNC(=S)NCC1COc2ccccc2O1 (stereo unspecified) | 0% | -4% | 1%
COC(CNc1ccc([N+](=O)[O-])c(NCC(OC)OC)c1C#N)OC | -5% | 7% | 2%
N#CCCN(C(=O)COC(=O)c1cc2ccccc2oc1=O)c1ccccc1 | . | 29% | 21%

Continued.
SMILES | N370S GC mod | FEN1 inh | DT40 TDP1 CPT
COc1cc(S(=O)(=O)N2CCOCC2)cc(C(=O)OCC(=O)NC2CCCCC2)c1OC | . | -6% | 9%
COc1ccc(S(=O)(=O)NNC(=O)c2csc(-n3nc(C)cc3C(F)(F)F)n2)cc1 | -1% | -1% | -28%
CC(C(=O)Nc1ccccc1C(=O)N1CCOCC1)N(c1ccccc1)S(C)(=O)=O (stereo unspecified) | 4% | 16% | ?
CC1CN(C(=O)c2cc3cc(F)ccc3[nH]2)CC(C)O1 (stereo unspecified) | -5% | 14% | -25%
O=C(NCc1ccc(C(F)(F)F)cc1)C1CC(c2c(Cl)cccc2Cl)=NO1 (stereo unspecified) | 3% | -17% | ?
COc1ccc(C(=O)N/N=C(\C)CC(=O)Nc2ccccn2)cc1OC | -13% | 0% | ?
CCCC(=O)C1=C(O)C(C(=O)OC)C(C)(C)CC1=Nc1ccncc1 (stereo unspecified) | 24% | -2% | -26%
COc1ccc(CN2CCCC(C(=O)Nc3cccc(-n4cccn4)c3)C2)cc1 (stereo unspecified) | -9% | -16% | ?
Cc1nc2ccc(NC(=O)c3ccc(Cl)c([N+](=O)[O-])c3)cc2s1 | 1% | 32%[activator] | -22%
S=c1[nH]nc(-c2ccco2)n1/N=C/c1ccc(Cl)cc1Cl | 20% | -13% | -16%
N[C@@H]1CONC1=O | 2% | . | -1%
O=C(NCc1ccccn1)c1cn(CCc2ccccc2)nn1 | 2% | -4% | -9%
CCCN1Cc2cccc(C(N)=O)c2C1=O | -12% | -2% | 8.2µM*
COc1ccccc1C(=O)NNC(=O)c1cccc(Cl)c1 | 10% | -1% | -17%
CSc1nc2sc3c(c2c(=O)[nH]1)CCc1ccccc1-3 | 14% | -13% | 12%
O=C(/C=C/c1cn(CC(O)CN2CCCCC2)c2ccccc12)c1ccccc1 (stereo unspecified) | -15% | -1% | ?
O=C(Nc1ccc2c(c1)OCCO2)c1cnn(-c2ccccc2)n1 | . | -20% | 0%
CC(=O)c1cccc(NC(=O)c2cc3ccccn3n2)c1 | -18% | -18% | -22%
O=C(CN1CCNC(=O)C1)NCCc1ccc(Cl)cc1Cl | 15% | -3% | -21%
COc1cc(NC(=O)c2ccc(OC)c([N+](=O)[O-])c2)ccc1NC(=O)c1ccco1 | -11% | -13% | 15%
COCCn1c(=NC(=O)CSCC(=O)Nc2cc(C)on2)sc2cc(C(=O)OC)ccc21 | -29% | 15% | ?
Nn1c(-c2ccc(O)cc2)nnc1-c1ccc(O)cc1 | -18% | -1% | -2%
COc1ccc(C(=O)NC(CC(C)C)C(=O)O)cc1 (stereo unspecified) | . | 2% | 16%
COc1ccccc1N1CCN(C2CCCN(C(=O)Cn3cccn3)C2)CC1 (stereo unspecified) | -1% | -1% | -2%

Among those listed so far, 9 have a furan ring, fused or not.
SMILES | N370S GC mod | FEN1 inh | DT40 TDP1 CPT
COc1ccc(N(C(=O)/C=C\C(=O)Nc2ccc(C)cc2)C(C(=O)NCc2ccco2)c2ccc(C)cc2)cc1 (stereo unspecified) | . | -12% | 6.5µM*
CC1(C)Cc2c(c(-c3ccco3)nc3n[nH]c(N)c23)CO1 | 26% | 0% | -22%
Cc1ccc(CN2CCN(Cc3cn(C(C)C)c4ccccc34)CC2CCO)o1 (stereo unspecified) | 18% | -6% | ?
CCCc1cc(=O)oc2cc3oc(C)c(C)c3cc12 | 7% | -2% | -9%
COc1cc(-c2noc(-c3ccccc3C(=O)NCc3ccco3)n2)cc(OC)c1OC | -16% | -1% | ?
NC(=O)C1CCN(c2nc(-c3ccccc3)nc3c2oc2ccccc23)CC1 | 6% | -3% | ?
O=C(CCn1c(=O)c2sccc2n(Cc2cc(=O)n3ccccc3n2)c1=O)NCc1ccco1 | 13% | 2% | -1%
S=c1[nH]nc(-c2ccco2)n1/N=C/c1ccc(Cl)cc1Cl | 20% | -13% | -16%
COc1cc(NC(=O)c2ccc(OC)c([N+](=O)[O-])c2)ccc1NC(=O)c1ccco1 | -11% | -13% | 15%
